High-throughput results: PubChem, National Center for Advancing Translational Sciences (NCATS)
Epigenetic derep = regulators of epigenetic silencing causing reporter derepression in mouse cells | murine LDR cells, GFP reporter derepression, 30 h | Potency, µM (titrated, usually from 53.9 µM), for inactives: top-dose GFP activation, usual class: activators | actives 0.2% (n = 280,000) | AID 1865; note: potency is the fitted concentration of half-maximal effect; % of control where 0% means no effect; nearly all actives have a fitted effect of over 60% in size
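Murine LDR cells bearing a silenced CMV-driven GFP reporter were exposed to compound for 30 h at 37 C. After PBS washes, GFP-positive cells (20-120 um objects) counted by laser-scanning microplate cytometry.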
HttQ103 aggreg = reduces HttQ103-GFP aggregates in PC12 cells. actives 1.1% (n = 220,000). Potency, µM (top dose mostly 46.1 µM), without a hit: at the top dose activity change, negative = inhibition, hits mostly inhibitors. AID 1688. PC12 HttQ103-GFP aggregates, Acumen cytometry, 40 h; note: potency is the fitted concentration of half-maximal effect; % is set by controls: 0 for no effect and ±100 for the full control effect; nearly all actives have a fitted effect of over 60% in size
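Steps: seed 1500 PC12 HTTQ103-GFP cells/well; add tebufenozide, 100 nM final; add compound titration; add ATPLite reagent; quantify GFP aggregates by laser scanning cytometry.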
IMPase Li cell = IMPase inhibition in cells with lithium potentiation. CHO-M1 cells, IP1 TR-FRET (IP-One), carbachol + lithium. Potency, µM (top dose mostly 59.4 µM), inactives show at the highest dose activity, negative = IMPase inhibition, hits mostly inhibitors. actives 0.35% (n = 210,000);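 note: IP1 builds up when IMPase is blocked and the TR-FRET signal falls; potency is the fitted concentration of half-maximal effect; plate controls were basal vehicle for no effect and high inhibitor control for full effect; nearly all actives have a fitted effect of over 50% in size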
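CHO cells stably expressing M1 receptor (2000/well) were cultured 16–30 h, then exposed to compounds with a small lithium addition for 30 min at 37C. IP1 was measured by TR-FRET competition; AC50 from Hill fits.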
L3MBTL1 inh = inhibitors of human L3MBTL1; AlphaScreen L3MBTL1–H3K9me1 peptide binding; Potency, µM (top dose mostly 57.1 µM), without a hit: at the highest dose activity, negative = inhibition, most hits filed as inhibitors; actives 0.66% (n = 230,000); AID 485360; note: potency is the fitted concentration of half-maximal effect; % is set by controls: 0 for no effect and ±100 for the full control effect; nearly all actives have a fitted effect of over 60% in size
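Displacement of a biotinylated histone H3(1-15) peptide monomethylated at Lys9 (75 nM) from L3MBTL1 (50 nM) was measured by AlphaScreen after a 30 min room-temperature compound incubation; cefsulodin titration served as intraplate control.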
CBFb RUNX1 block = blocks binding between human CBF-beta and RUNX1; 230,000 tested, under 10 active; AID 1477; Potency, µM (series often up to 59.8 µM), inactives show top-dose activity, negative = inhibition, usual class: inhibitors; Q01196+Q13951; AlphaScreen CBFb-His/RUNX1-biotin binding, biochemical; note: % of control where 0% means no effect
Target sequence (Q01196 whole entry, looked up): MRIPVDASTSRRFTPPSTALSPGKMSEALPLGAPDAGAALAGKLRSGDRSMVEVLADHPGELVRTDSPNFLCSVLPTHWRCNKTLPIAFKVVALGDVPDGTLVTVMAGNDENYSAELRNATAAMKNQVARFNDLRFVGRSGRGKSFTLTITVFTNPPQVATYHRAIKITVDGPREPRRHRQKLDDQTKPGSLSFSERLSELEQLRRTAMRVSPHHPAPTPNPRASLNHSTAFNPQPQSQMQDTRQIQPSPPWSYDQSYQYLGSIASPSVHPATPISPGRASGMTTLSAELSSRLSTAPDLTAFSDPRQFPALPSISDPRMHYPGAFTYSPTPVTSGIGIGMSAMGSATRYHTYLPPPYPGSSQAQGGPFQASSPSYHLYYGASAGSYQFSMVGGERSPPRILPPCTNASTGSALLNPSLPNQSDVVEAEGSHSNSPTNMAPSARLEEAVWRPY
Target sequence (Q13951 whole entry, looked up): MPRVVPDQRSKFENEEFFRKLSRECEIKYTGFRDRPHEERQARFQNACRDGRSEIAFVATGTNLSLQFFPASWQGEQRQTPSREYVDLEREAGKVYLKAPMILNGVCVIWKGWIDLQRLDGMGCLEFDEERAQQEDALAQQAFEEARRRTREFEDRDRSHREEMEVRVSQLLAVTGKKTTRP
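Read-out: AlphaScreen. Format: His-CBF-beta with biotinylated RUNX1 (30 nM each) preincubated 20 min, compound 15 min, Ni-chelate plus streptavidin beads 90 min; room temperature throughout.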
KinaseGlo FLuc = blocks Kinase-Glo luciferase, a counter-screen artifact; Potency, µM (highest dose often 38.3 µM), without a hit: at the highest dose activity change, negative = inhibition, most hits filed as inhibitors; actives 0.28% (n = 200,000); Q27757; Kinase-Glo luciferase, ATP luminescence, 8 min; note: potency is the fitted concentration of half-maximal effect; % is set by controls: 0 for no effect and ±100 for the full control effect; nearly all actives have a fitted effect of over 60% in size
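Recombinant Kinase-Glo luciferase, 10 uM ATP (linear range), luciferin; imidazole pH 7.2 / KCl / MgCl2 / Tween / BSA buffer; 8 min RT; luminescence.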
NPSR antagonist = neuropeptide S receptor (human) antagonism, cAMP | Q6W5P4 | CHO-NPSR cells, cAMP TR-FRET, antagonist mode | Potency, µM (doses to about 38.3 µM), for the others: at the highest dose activity change, negative = inhibition, actives largely listed as inhibitors | actives 1% (n = 220,000) | AID 1461; note: potency is the fitted concentration of half-maximal effect; % is set by controls: 0 for no effect and ±100 for the full control effect; nearly all actives have a fitted effect of over 50% in size; many of its hits are not listed in these tables
Target sequence (Q6W5P4 whole entry, looked up): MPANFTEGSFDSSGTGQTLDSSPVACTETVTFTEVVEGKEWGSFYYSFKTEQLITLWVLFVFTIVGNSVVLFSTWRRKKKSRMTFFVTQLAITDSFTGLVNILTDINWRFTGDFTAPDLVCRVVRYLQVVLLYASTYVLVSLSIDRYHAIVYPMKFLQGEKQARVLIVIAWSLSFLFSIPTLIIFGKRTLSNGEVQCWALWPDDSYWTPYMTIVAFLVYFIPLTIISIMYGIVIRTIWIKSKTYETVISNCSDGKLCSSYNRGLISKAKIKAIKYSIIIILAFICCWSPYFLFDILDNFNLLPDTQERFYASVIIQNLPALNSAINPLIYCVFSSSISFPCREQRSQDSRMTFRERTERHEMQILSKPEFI
Active calls of the source: *; [ ] = another dose, or the depositor's remark. Calls come from the whole dose curve; as a rule, active = well fitted curve in the direction sought with a large enough effect; inconclusive = small, poorly fitted or top-dose-only effect, or another doubt; inactive = no such curve, though single readings can be large; an effect the other way counts as inactive or inconclusive. Not all compounds are listed (hit frequency here may not be typical).

What do the screens show for `NNc1ccc(Cc2ccc(Cl)cc2Cl)nn1`?
Epigenetic derep: 0.0%; HttQ103 aggreg: inconclusive; IMPase Li cell: -7%; L3MBTL1 inh: 13µM*; CBFb RUNX1 block: inconclusive; KinaseGlo FLuc: -1%; NPSR antagonist: -8%

How did O=C(CSc1nc2ccccc2[nH]1)Nc1ccc2c(c1)CCC2 do in these assays?
Epigenetic derep: -6.4%; HttQ103 aggreg: -9%; IMPase Li cell: -5%; L3MBTL1 inh: 22%; CBFb RUNX1 block: -1%; KinaseGlo FLuc: 2%; NPSR antagonist: -13%

Results for CCOP(=O)(OCC)c1nc(-c2ccccc2Cl)oc1N1CCOCC1 ?
Epigenetic derep: 0.6%; HttQ103 aggreg: -2%; IMPase Li cell: 3%; L3MBTL1 inh: -2%; CBFb RUNX1 block: 9%; KinaseGlo FLuc: -1%; NPSR antagonist: 3%

What do the screens show for `COc1ccc(CNC(=O)CN2CCC(n3nnc4cc(F)ccc43)CC2)cc1`?
Epigenetic derep: 10%; HttQ103 aggreg: 13%[9.22 µM]; IMPase Li cell: 4%; L3MBTL1 inh: -4%; CBFb RUNX1 block: 2%; KinaseGlo FLuc: 5%; NPSR antagonist: -17%

How did Cc1ccc(NS(=O)(=O)c2cn(C)cn2)cc1 do in these assays?
Epigenetic derep: 0.0%; HttQ103 aggreg: -12%; IMPase Li cell: 4%; L3MBTL1 inh: -1%; CBFb RUNX1 block: -8%; KinaseGlo FLuc: -2%; NPSR antagonist: 4%[46.1 µM]

Results for O=C(COc1ccc(C(=S)N2CCOCC2)cc1)N1CCCC1 ?
Epigenetic derep: 0.1%; HttQ103 aggreg: 4%; IMPase Li cell: 27%[38.3 µM]; L3MBTL1 inh: 7%; CBFb RUNX1 block: -4%; KinaseGlo FLuc: 0%; NPSR antagonist: -11%[46.1 µM]

Results for CSc1ccccc1NC(=O)c1cnc2n(c1=O)CCS2 ?
Epigenetic derep: 1.0%; HttQ103 aggreg: -5%; IMPase Li cell: 3%[38.3 µM]; L3MBTL1 inh: 5%; CBFb RUNX1 block: -1%; KinaseGlo FLuc: -1%; NPSR antagonist: -9%[46.1 µM]

Results for CCCCOC(=O)Nc1ccc(OC)cc1S(=O)(=O)N1CCOCC1 ?
Epigenetic derep: -0.1%; HttQ103 aggreg: 15%; IMPase Li cell: -9%[38.3 µM]; L3MBTL1 inh: 3%; CBFb RUNX1 block: 9%; KinaseGlo FLuc: -1%; NPSR antagonist: 1%[46.1 µM]

How did O=C(O)CCCN1C(=O)NC2NC(=O)NC21 (stereo unspecified) do in these assays?
Epigenetic derep: -4.0%; HttQ103 aggreg: -25%; IMPase Li cell: 1%[38.3 µM]; CBFb RUNX1 block: 8%; KinaseGlo FLuc: -1%; NPSR antagonist: 4%[46.1 µM]

How did O=C(N/N=C/c1cccnc1)C(=O)N1CCCCCC1 do in these assays?
Epigenetic derep: 0.0%; HttQ103 aggreg: -17%[9.22 µM]; L3MBTL1 inh: 2%; CBFb RUNX1 block: 9%; NPSR antagonist: -1%

What do the screens show for `O=C(CCC(=O)Nc1ccccc1Cl)NNC(=O)c1ccccc1[N+](=O)[O-]`?
Epigenetic derep: 0.7%; HttQ103 aggreg: 3%; IMPase Li cell: -3%; L3MBTL1 inh: 11%; CBFb RUNX1 block: 12%; KinaseGlo FLuc: 3%; NPSR antagonist: 10%

What do the screens show for `c1ccc2cc3[nH]c(CN4CCCCC4)nc3cc2c1`?
Epigenetic derep: -1.0%; HttQ103 aggreg: -8%; IMPase Li cell: -17%[38.3 µM]; CBFb RUNX1 block: -5%; KinaseGlo FLuc: -3%; NPSR antagonist: 4%[46.1 µM]

Quoted from the entries so far for reference:
How did O=C(CSc1nc2ccccc2[nH]1)Nc1ccc2c(c1)CCC2 do in these assays?
Epigenetic derep: -6.4%; HttQ103 aggreg: -9%; IMPase Li cell: -5%; L3MBTL1 inh: 22%; CBFb RUNX1 block: -1%; KinaseGlo FLuc: 2%; NPSR antagonist: -13%

Results for CCOP(=O)(OCC)c1nc(-c2ccccc2Cl)oc1N1CCOCC1 ?
Epigenetic derep: 0.6%; HttQ103 aggreg: -2%; IMPase Li cell: 3%; L3MBTL1 inh: -2%; CBFb RUNX1 block: 9%; KinaseGlo FLuc: -1%; NPSR antagonist: 3%

Remaining list, next part
What do the screens show for `COc1cc(Cl)c(C)cc1NC(=O)CSc1nnc(CCC(=O)O)c(=O)[nH]1`?
Epigenetic derep: -6.0%; HttQ103 aggreg: 25%; IMPase Li cell: -5%; L3MBTL1 inh: -11%; CBFb RUNX1 block: 9%; KinaseGlo FLuc: 7%; NPSR antagonist: 7%

What do the screens show for `O=c1[nH][nH]cc1C=Nc1ccccc1Cl`?
Epigenetic derep: -0.1%; HttQ103 aggreg: 2%; IMPase Li cell: -6%; L3MBTL1 inh: 23%; CBFb RUNX1 block: -16%; KinaseGlo FLuc: -6%; NPSR antagonist: 16%

Results for COc1ccc(C2C(C(=O)Nc3cccc(C)n3)CCC(=O)N2c2ccc(OC)cc2)cc1 (stereo unspecified) ?
Epigenetic derep: -1.1%; HttQ103 aggreg: 11%; IMPase Li cell: -3%[38.3 µM]; L3MBTL1 inh: 12%; CBFb RUNX1 block: -1%; KinaseGlo FLuc: -1%; NPSR antagonist: -5%[46.1 µM]

What do the screens show for `COc1ccc(C2/C=C\CN(CC3CC3)CC(=O)N2Cc2ccc(F)cc2)cc1` (stereo unspecified)?
Epigenetic derep: -8.1%; HttQ103 aggreg: -18%[9.22 µM]; CBFb RUNX1 block: -8%; NPSR antagonist: -13%

What do the screens show for `OCC1(Cc2ccccc2)CCN(CCCC2CCCC2)CC1`?
Epigenetic derep: 1.9%; HttQ103 aggreg: 15%[9.22 µM]; IMPase Li cell: 31%[activator]; L3MBTL1 inh: 8%; CBFb RUNX1 block: -1%; KinaseGlo FLuc: 0%; NPSR antagonist: 19%

What do the screens show for `CCCCOc1ccc(OC(=O)Nc2cc(Cl)ccc2OC)cc1`?
Epigenetic derep: 0.0%; HttQ103 aggreg: 5%[9.22 µM]; CBFb RUNX1 block: 11%; NPSR antagonist: 8%

What do the screens show for `O=C(CSc1ncnc2c1cnn2-c1ccccc1Cl)N1CCN(C(=O)c2ccco2)CC1`?
Epigenetic derep: -5.4%; HttQ103 aggreg: 2%; L3MBTL1 inh: 1%; CBFb RUNX1 block: -3%; NPSR antagonist: -1%[46.1 µM]

Results for CCC(C(=O)C(C)C(O)C(C)CCc1ccc(C)c(O)c1C(=O)O)C1OC(CC)(C2CC[C@@](O)(CC)C(C)O2)CC1C (stereo partly specified) ?
Epigenetic derep: 0.0%; HttQ103 aggreg: -20%; IMPase Li cell: -5%; CBFb RUNX1 block: 14%; KinaseGlo FLuc: -1%

Results for O=[N+]([O-])c1cc(-c2n(-c3ccccn3)c3ccccc3[n+]2-c2ccccn2)ccc1Cl ?
Epigenetic derep: -3.4%; HttQ103 aggreg: -21%; IMPase Li cell: 26%; L3MBTL1 inh: -12%; CBFb RUNX1 block: -7%; KinaseGlo FLuc: 3%; NPSR antagonist: -38%

What do the screens show for `Cn1c2ccccc2c2nnc(SCC(=O)NCc3ccoc3)nc21`?
Epigenetic derep: -3.0%; HttQ103 aggreg: 13%; IMPase Li cell: 8%; L3MBTL1 inh: -8%; CBFb RUNX1 block: -6%; KinaseGlo FLuc: 0%; NPSR antagonist: 2%

Results for O=C(CCCc1ccccc1)c1ccc2c(c1)OCCO2 ?
Epigenetic derep: 1.0%; HttQ103 aggreg: 4%; IMPase Li cell: -3%; L3MBTL1 inh: 57%[activator]; CBFb RUNX1 block: inconclusive; KinaseGlo FLuc: -27%; NPSR antagonist: -6%[46.1 µM]

How did Cn1nc(CC(=O)NC2CCCCC2)c2ccccc2c1=O do in these assays?
Epigenetic derep: 1.0%; HttQ103 aggreg: -12%; IMPase Li cell: 14%; L3MBTL1 inh: inconclusive; CBFb RUNX1 block: -3%; KinaseGlo FLuc: 0%; NPSR antagonist: 2%[46.1 µM]

How did CCOc1ccc(/C=N/OCC(=O)Nc2ccc3c(c2)OCO3)cc1 do in these assays?
Epigenetic derep: -4.5%; HttQ103 aggreg: 14%; IMPase Li cell: 3%; L3MBTL1 inh: -6%; CBFb RUNX1 block: 8%; KinaseGlo FLuc: 2%; NPSR antagonist: -1%

How did Cc1ccc2cc(CN(CC3CCCO3)C(=O)NC3CCCCC3)c(=O)[nH]c2c1C (stereo unspecified) do in these assays?
Epigenetic derep: -1.1%; HttQ103 aggreg: -27%; IMPase Li cell: 4%[38.3 µM]; L3MBTL1 inh: -5%; CBFb RUNX1 block: 3%; KinaseGlo FLuc: 2%; NPSR antagonist: -13%[46.1 µM]

Results for CCNC(=O)NC(=O)COC(=O)CCCc1nc2ccccc2s1 ?
Epigenetic derep: -8.1%; HttQ103 aggreg: 16%; IMPase Li cell: 9%; L3MBTL1 inh: -13%; CBFb RUNX1 block: -3%; KinaseGlo FLuc: -2%; NPSR antagonist: -3%

How did CCC(C)(C)n1nnnc1C(c1cc2cc(C)cc(C)c2[nH]c1=O)N1CCCC1 (stereo unspecified) do in these assays?
Epigenetic derep: 0.0%; HttQ103 aggreg: 7%; IMPase Li cell: 4%; L3MBTL1 inh: -8%; CBFb RUNX1 block: 4%; KinaseGlo FLuc: -1%; NPSR antagonist: -14%[46.1 µM]

What do the screens show for `O=c1c2cnn(-c3ccc(F)cc3)c2ncn1Cc1ccccc1`?
Epigenetic derep: -0.8%; HttQ103 aggreg: -5%; IMPase Li cell: -3%; L3MBTL1 inh: inconclusive; CBFb RUNX1 block: 0%; KinaseGlo FLuc: 0%; NPSR antagonist: -12%[46.1 µM]

Results for CCOC(=O)c1ccccc1Oc1c(F)c(F)nc(NCCO)c1F ?
Epigenetic derep: 3.7%; HttQ103 aggreg: 22%; IMPase Li cell: 16%[38.3 µM]; L3MBTL1 inh: -6%; CBFb RUNX1 block: -1%; KinaseGlo FLuc: -1%; NPSR antagonist: 2%[46.1 µM]

What do the screens show for `O=C(COC(=O)/C=C/c1ccc(F)cc1)NCc1ccco1`?
Epigenetic derep: -0.5%; HttQ103 aggreg: -15%; IMPase Li cell: -3%; L3MBTL1 inh: -2%; CBFb RUNX1 block: 12%; KinaseGlo FLuc: 2%; NPSR antagonist: 12%

What do the screens show for `Cc1ccc(C(OC(=O)c2ccco2)C(=O)NCc2cccs2)cc1` (stereo unspecified)?
Epigenetic derep: 0.0%; HttQ103 aggreg: 3%; IMPase Li cell: -4%[38.3 µM]; L3MBTL1 inh: -3%; CBFb RUNX1 block: 2%; KinaseGlo FLuc: -1%; NPSR antagonist: -15%[46.1 µM]

How did CC(=O)Nc1nnc(C)s1 do in these assays?
Epigenetic derep: -1.0%; HttQ103 aggreg: -5%; IMPase Li cell: 1%; L3MBTL1 inh: 29%; CBFb RUNX1 block: -6%; KinaseGlo FLuc: 1%; NPSR antagonist: 15%[46.1 µM]
